# CRFBP-R2 agonist = agonists of CRF-BP/CRF-R2 complex, primary screen, cell-based, HEK293, calcium dye fluorescence, uHTS. CRF-binding protein / CRF receptor 2 complex (human). calcium dye fluorescence (FLIPR); percent of saturating CRF peptide response. activation, % at 13.2 µM. 0.46% of 350,000 active. AID 588473, 2011;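 active = activation of at least 50%, plus an integration ratio under a set limit after plate pattern correction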;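 also: plate controls were neutral control wells without compound for no effect and CRF at EC100 for full effect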
# CHRM5 agonist = human M5 muscarinic receptor agonists, primary screen, CHO-K1 cells, Fluo-8 calcium fluorescence. Muscarinic acetylcholine receptor M5 (Homo sapiens), P08912. CHO-K1 hM5 cells; 0% DMSO wells, 100% maximal acetylcholine response. activation, % at 3 µM. AID 624037, 2012. 0.19% of 360,000 active;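 active = activation above the run's mean over test compounds plus 3 SD, cut at about 23% in these data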;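 also: signal is peak over basal fluorescence ratio across the kinetic read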
# Target sequence (P08912 whole entry, looked up): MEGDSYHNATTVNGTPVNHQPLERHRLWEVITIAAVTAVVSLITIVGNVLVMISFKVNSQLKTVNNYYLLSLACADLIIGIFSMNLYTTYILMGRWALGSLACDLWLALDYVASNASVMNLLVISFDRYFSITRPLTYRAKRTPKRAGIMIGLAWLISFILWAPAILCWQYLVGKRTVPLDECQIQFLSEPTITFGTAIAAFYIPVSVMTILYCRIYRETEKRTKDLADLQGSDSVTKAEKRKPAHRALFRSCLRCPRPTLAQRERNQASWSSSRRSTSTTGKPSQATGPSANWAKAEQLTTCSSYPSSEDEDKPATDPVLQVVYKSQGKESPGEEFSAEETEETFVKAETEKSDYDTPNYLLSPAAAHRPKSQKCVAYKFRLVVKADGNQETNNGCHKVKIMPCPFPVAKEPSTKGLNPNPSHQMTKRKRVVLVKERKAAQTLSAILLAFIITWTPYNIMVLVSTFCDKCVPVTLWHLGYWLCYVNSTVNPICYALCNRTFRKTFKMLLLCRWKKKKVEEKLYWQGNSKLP
# CHRM4 agonist = human M4 muscarinic receptor agonists, primary screen, CHO-K1 cells, Fluo-8 calcium fluorescence | Muscarinic acetylcholine receptor M4 (Homo sapiens), P08173 | CHO-K1 hM4/Gqi5; vehicle 0%, full acetylcholine response 100% | activation, % at 3 µM | 0.14% of 360,000 active;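 active = activation above the run mean over all test wells plus 3 SD, cut at about 32% in these data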;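 also: peak over basal fluorescence ratio per well then scaled between controls; 0% = DMSO wells and 100% = acetylcholine at EC100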
# Target sequence (P08173 whole entry, looked up): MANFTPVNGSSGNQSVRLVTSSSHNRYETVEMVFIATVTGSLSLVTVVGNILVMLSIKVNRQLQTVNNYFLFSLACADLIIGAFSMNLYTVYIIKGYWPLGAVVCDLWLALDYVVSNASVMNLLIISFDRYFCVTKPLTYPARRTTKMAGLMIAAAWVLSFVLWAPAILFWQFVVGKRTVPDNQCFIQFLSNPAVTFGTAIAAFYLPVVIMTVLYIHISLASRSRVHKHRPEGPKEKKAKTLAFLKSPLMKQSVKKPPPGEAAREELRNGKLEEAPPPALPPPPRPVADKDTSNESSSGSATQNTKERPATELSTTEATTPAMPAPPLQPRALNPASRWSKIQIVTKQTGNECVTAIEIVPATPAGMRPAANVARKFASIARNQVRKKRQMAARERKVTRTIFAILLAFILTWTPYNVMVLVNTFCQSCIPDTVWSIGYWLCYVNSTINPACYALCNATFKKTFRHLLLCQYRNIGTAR
# M5 antag = human M5 muscarinic receptor antagonists, primary screen, CHO cells, Fluo-8 calcium fluorescence | Muscarinic acetylcholine receptor M5 (Homo sapiens), P08912 | CHO-hM5 cells, ACh EC80 | AID 624040, 2012 | 0.59% of 360,000 active | inhibition, % at 3 µM;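 active = inhibition above a per-plate cutoff, the mean of that plate's test compounds plus 3 SD, cut at about 27% in these data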;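 also: 0% = acetylcholine EC80 with DMSO and 100% = DMSO without agonist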
# CRFR2-BP antag = antagonists of CRF-BP/CRF-R2 complex, primary screen, cell-based, HEK293, calcium dye fluorescence, uHTS | CRF-induced calcium fluorescence | inhibition, % at 11.8 µM | 0.59% of 350,000 active;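 active = inhibition of the ligand-induced calcium signal above about 50% at the single tested concentration, limit read from the data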
# CHRM4 PAM = human M4 muscarinic receptor positive allosteric modulators, primary screen, CHO-K1 cells, Fluo-8 calcium fluorescence; 0.4% of 360,000 active; Muscarinic acetylcholine receptor M4 (Homo sapiens), P08173; activation, % at 3 µM; CHO-K1 hM4/Gqi5, ACh EC20; 0% = ACh EC20, 100% = maximal ACh;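 active = activation above its plate's cutoff, the mean activation of sample wells plus 3 SD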; also: some results filed as inactive read as strong as hits
# CHRM5 PAM = human M5 muscarinic receptor positive allosteric modulators, primary screen, CHO-K1 cells, Fluo-8 calcium fluorescence. CHO-K1 hM5, ACh EC20 PAM; 0% = ACh EC20, 100% = ACh EC100. Muscarinic acetylcholine receptor M5 (Homo sapiens), P08912. 0.3% of 360,000 active. activation, % at 3 µM;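 active = activation above the run cutoff, the mean activation of all test compounds plus 3 SD, cut at about 18% in these data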
#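 Probe or stimulus: acetylcholine, EC20 level; Assay system: human M5 receptor in CHO-K1 cells; Schedule: compound preincubation 140 s before EC20 acetylcholine addition; Technique: intracellular calcium via Fluo-8 fluorescence; Dosing: single-point, 3 µM nominal; Read-out basis: percent activation from peak-over-basal fluorescence ratio, scaled EC20-to-EC100 acetylcholine; Repeats: one well per compound, no replicates.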
# CHRM4 antagonist = human M4 muscarinic receptor antagonists, primary screen, CHO cells, Fluo-8 calcium fluorescence | Muscarinic acetylcholine receptor M4 (Homo sapiens), P08173 | CHO-hM4 cells, ACh EC80 | inhibition, % at 3 µM | 0.73% of 360,000 active;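 active = inhibition above its plate's cutoff, the mean inhibition of sample wells plus 3 SD, cut at about 27% in these data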;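 also: 0% = acetylcholine EC80 with DMSO and 100% = DMSO without agonist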
# M1 PAM = human M1 muscarinic receptor positive allosteric modulators, primary screen, CHO-K1 cells, Fluo-8 calcium fluorescence, 1536-well; AID 588819, 2011; Muscarinic acetylcholine receptor M1 (Homo sapiens), P11229; activation, % at 3 µM; 0.088% of 360,000 active; CHO-K1 hM1, ACh EC20; 0% = ACh EC20, 100% = maximal ACh; in the data active = activation above about 19%, passing the limit was not always enough
# * = called active by the depositor; x = no result given.
SMILES,CRFBP-R2 agonist,CHRM5 agonist,CHRM4 agonist,M5 antag,CRFR2-BP antag,CHRM4 PAM,CHRM5 PAM,CHRM4 antagonist,M1 PAM
Cc1ccc(S(=O)(=O)NCCCC(=O)C=[N+]=[N-])cc1,0.4,-8,0,2,-15,-4,-6,4,0
CSc1ccccc1NC(=O)COC(=O)CCc1ccccc1,-1.0,-3,0,2,-1,-2,2,-4,-1
COc1ccc(NS(=O)(=O)c2cc3c(cc2C)N(C(C)=O)CCO3)cc1,-0.1,2,2,2,-31,5,-4,-7,3
COc1ccc2[nH]c(=O)c(-c3nnn(-c4ccccc4)n3)cc2c1,-2.0,3,10,3,-4,2,-5,-1,0
COc1ccc(NC(=O)Nc2ccc(Br)cn2)cc1,3.0,-3,3,-1,-32,1,-5,-10,7
Cc1cccc(C2=NOC(=O)/C2=C\c2ccccc2F)c1,-0.9,3,0,-2,5,9,0,-5,6
CCCCn1nnnc1C1(C)CCC(=O)N1CCOc1ccccc1 (stereo not given),x,3,2,2,x,22,4,-4,x
Cc1cccc(N2CCN(C(=O)c3csc4ccccc34)CC2C)c1 (stereo not given),-3.4,-1,3,-4,-20,-8,3,6,3
CC(C)CCNC(=O)c1cnn2c(C(F)(F)F)cc(-c3ccco3)nc12,-7.8,-2,-1,3,-26,25,-4,-39,4
CCCn1nc(NC(=O)c2ccco2)c2cc3cc(C)ccc3nc21,-0.4,3,8,8,1,-9,-7,2,-3
C/C=C/C(=O)Nc1cccc(C2=NOC3(C2)C[C@@H](C(N)=O)N(C(=O)C(c2ccccc2)c2ccccc2)C3)c1 (stereo not given in full),-0.6,2,1,14,5,5,-1,4,3
COc1cc(OC)c(N(C)S(=O)(=O)c2cccc(C(=O)OCC(=O)c3c[nH]c4ccccc34)c2)cc1Cl,4.1,0,2,14,-30,5,-4,11,8
Cc1cc(-c2nn3c(C)nnc3s2)ccc1NC(=O)C(C)(C)C,0.0,0,1,3,-6,7,-4,0,8
CC(=O)Nc1ccc(NS(C)(=O)=O)cc1,0.6,0,1,2,-4,-1,-2,1,3
O=C1CCC/C(=N/NC(=O)c2sc3ccccc3c2Cl)C1,53*,24*,23,17,-57,-17,-11,21,1
Cc1csc(SCC(=O)N(C)C2CCS(=O)(=O)C2)n1 (stereo not given),1.0,2,1,-2,18,4,0,-2,3
CCCCN1C(=O)C(=O)NC[C@@H]1Cc1ccc(O)cc1,x,0,1,-6,x,21,-2,-1,x
CCN(CC)C(=O)Cn1c(=O)n(-c2ccc(CC(=O)NCc3ccccc3)cc2)c(=O)c2sccc21,1.2,-3,1,-2,-5,-4,0,5,3
CCCn1c(NC(=O)C2CCN(S(=O)(=O)c3cccs3)CC2)nc2ccccc21,-1.6,0,7,-6,3,-8,-2,-5,-1
COc1cccc(CN(C)S(=O)(=O)c2ccccc2Br)c1,-1.0,0,1,-15,4,-4,1,-7,2
C=CCOn1c(=O)c(-c2ccccc2)[n+]([O-])c2ccccc21,-3.7,0,1,9,11,-1,-3,6,11
CCCc1ccc(OCCNC(=O)C2CCCCC2)cc1,-1.0,-2,0,3,-8,5,-1,-6,3
CC(C)C[C@@H](CNCC(=O)[C@H](CC(C)C)NC(=O)c1[nH]cnc1C(=O)N[C@H](CN)CC(C)C)NC(=O)c1nc[nH]c1C(=O)N[C@@H](Cc1ccccc1)C(=O)O,-3.4,0,-1,-1,-4,6,0,-4,7
CCCSc1nc2sc3c(c2c(=O)n1-c1ccc(OC)cc1)CCN(C)C3,2.0,-2,11,11,12,-5,-10,5,-5
Cc1cccc2c(=O)c(-c3ccc(Cl)cc3)c(NC(=O)c3ccco3)oc12,-0.8,0,6,7,-4,1,-6,5,6

# Further compounds:
SMILES,CRFBP-R2 agonist,CHRM5 agonist,CHRM4 agonist,M5 antag,CRFR2-BP antag,CHRM4 PAM,CHRM5 PAM,CHRM4 antagonist,M1 PAM
CCc1nc2cccnc2n1-c1ccc(C(=O)O)cc1,19,-2,2,5,2,-2,1,-7,1
CCCn1c(SCC(=O)Nc2nnc(C)s2)nnc1-c1ccoc1C,-0.6,-7,0,-6,2,-1,-2,1,9
CCSc1nnc(CNc2ccc(F)cc2)n1CC1CCCO1 (stereo not given),-1.2,-2,1,3,-2,3,0,-6,3
CC(=O)Nc1ccc(N(C(=O)c2ccco2)C(C(=O)NC2CCCC2)c2cccs2)cc1 (stereo not given),-2.9,1,0,2,18,-6,7,-6,9
COc1ccc(N2CC(C(=O)Nc3ccc4c(c3)OCCO4)CC2=O)cc1 (stereo not given),-2.3,0,1,4,8,3,-3,-9,5
CCOC(=O)[C@@H]1[C@H]2COc3cc(OC)ccc3[C@H]2N2C(=O)N(c3ccc(C(F)(F)F)cc3)C(=O)[C@]12C,5.8,10,17,6,1,-9,-21,9,-21
CC(=O)n1c2ccccc2c2nc(NC(C)C)sc21,0.4,-4,1,9,0,4,-11,0,6
c1ccc(-c2nnc(SCc3ccncc3)o2)cc1,0.3,1,1,-1,3,5,-1,-6,18
Cc1cccc2nc(CSc3nnnn3-c3ccccc3)cn12,-0.5,2,2,-3,5,-10,-4,3,9
CCc1ccc(/C=N\n2cnnc2)cc1,-0.5,-3,0,12,-4,-5,-3,9,-8
COc1cccc(CN2CCN(Cc3cccc4c3OCO4)CC2CCO)c1 (stereo not given),0.8,-4,0,2,8,-7,-7,9,-2
N#C/C(C(=O)NCc1ccccc1)=C1/N=C(NC(=O)c2ccco2)c2ccccc21,5.2,2,2,-1,-20,-4,-3,-3,6
CC(C)NCc1nnc(-c2ccccc2Cl)o1,-1.6,-1,2,10,43,7,15,-5,8
Cc1cc(NC(=O)CSc2ccc(-c3ccc(F)cc3)nn2)no1,-1.8,0,-2,8,14,-1,2,4,14
Fc1ccccc1-c1nc(-c2ccc(Cl)cc2)no1,-1.3,1,1,-1,-11,-2,1,2,8
COc1ccc(-c2cc(C(=O)Nc3cc(C)nn3-c3ccccc3)no2)cc1OC,0.8,-4,1,5,-7,9,-1,7,0
CSc1nnc([C@H](C)NC(=O)OC(C)(C)C)o1,0.5,-2,0,1,-7,6,-1,1,15
CC(=O)Nc1ccc(S(=O)(=O)N2CCSC2c2ccccc2)cc1 (stereo not given),-0.4,-1,3,0,28,-2,-4,0,3
COc1ccc(C(=O)N2CCN(c3nc4cc(C)cc(C)c4cc3C#N)CC2)cc1,1.2,-3,6,-4,20,-8,-5,10,-10
CC(=O)c1ccc(N(CC(=O)NCC2CCCO2)C(=O)CCC(=O)Nc2cc(C)on2)cc1 (stereo not given),-0.3,-3,3,25,5,-9,-3,-11,16
O=C(CCC(=O)N1CCOc2ccccc21)NCCN1CCOCC1,-0.2,2,0,-2,26,1,-2,3,0
C=C(C)c1cccc(C(C)(C)NC(=O)N2CCN(c3ccccc3)CC2)c1,-6.5,0,0,3,38,-17,-2,-14,7
COc1ccc(NC(=O)NCc2ccco2)cc1OC,-0.8,-4,0,-7,0,4,1,-11,-3
O=C(CSc1nnc(Cn2nnc3ccccc32)o1)N(Cc1ccc(F)cc1)c1ccccc1,-3.0,1,10,37*,23,-20,-15,21,-10
CCn1nnnc1-c1ccc(OC)c(S(=O)(=O)Nc2ccc(S(N)(=O)=O)cc2)c1,0.2,-1,1,11,-3,-1,-1,-6,4

# Copied from the listing, 13 compounds:
SMILES,CRFBP-R2 agonist,CHRM5 agonist,CHRM4 agonist,M5 antag,CRFR2-BP antag,CHRM4 PAM,CHRM5 PAM,CHRM4 antagonist,M1 PAM
CCc1nc2cccnc2n1-c1ccc(C(=O)O)cc1,19,-2,2,5,2,-2,1,-7,1
CCCn1c(SCC(=O)Nc2nnc(C)s2)nnc1-c1ccoc1C,-0.6,-7,0,-6,2,-1,-2,1,9
CCSc1nnc(CNc2ccc(F)cc2)n1CC1CCCO1 (stereo not given),-1.2,-2,1,3,-2,3,0,-6,3
CC(=O)Nc1ccc(N(C(=O)c2ccco2)C(C(=O)NC2CCCC2)c2cccs2)cc1 (stereo not given),-2.9,1,0,2,18,-6,7,-6,9
COc1ccc(N2CC(C(=O)Nc3ccc4c(c3)OCCO4)CC2=O)cc1 (stereo not given),-2.3,0,1,4,8,3,-3,-9,5
CCOC(=O)[C@@H]1[C@H]2COc3cc(OC)ccc3[C@H]2N2C(=O)N(c3ccc(C(F)(F)F)cc3)C(=O)[C@]12C,5.8,10,17,6,1,-9,-21,9,-21
CC(=O)n1c2ccccc2c2nc(NC(C)C)sc21,0.4,-4,1,9,0,4,-11,0,6
c1ccc(-c2nnc(SCc3ccncc3)o2)cc1,0.3,1,1,-1,3,5,-1,-6,18
Cc1cccc2nc(CSc3nnnn3-c3ccccc3)cn12,-0.5,2,2,-3,5,-10,-4,3,9
CCc1ccc(/C=N\n2cnnc2)cc1,-0.5,-3,0,12,-4,-5,-3,9,-8
COc1cccc(CN2CCN(Cc3cccc4c3OCO4)CC2CCO)c1 (stereo not given),0.8,-4,0,2,8,-7,-7,9,-2
N#C/C(C(=O)NCc1ccccc1)=C1/N=C(NC(=O)c2ccco2)c2ccccc21,5.2,2,2,-1,-20,-4,-3,-3,6
CC(C)NCc1nnc(-c2ccccc2Cl)o1,-1.6,-1,2,10,43,7,15,-5,8

# Further compounds.
SMILES,CRFBP-R2 agonist,CHRM5 agonist,CHRM4 agonist,M5 antag,CRFR2-BP antag,CHRM4 PAM,CHRM5 PAM,CHRM4 antagonist,M1 PAM
CC(=O)NC(CCS(C)(=O)=O)C(=O)Nc1cccc(Cl)c1Cl (stereo not given),2.0,-1,0,-2,-20,1,-3,-11,3
CC(C)C(OC(=O)c1ccco1)C(=O)NC1CCCC1 (stereo not given),0.8,-1,0,8,-5,-7,5,11,1
COC(=O)c1c(-c2ccc(S(C)(=O)=O)cc2)sc2ccc(OC)cc12,-0.6,-3,7,12,0,4,-11,0,0
O=C(CC[C@H]1O[C@@H](n2ccc(=O)[nH]c2=O)[C@H](O)[C@@H]1O)N[C@H](Cc1ccccc1)C(=O)NCc1ccco1,x,3,0,3,x,4,-1,-6,11
Cc1[nH]c2ccccc2c1/C=N/NC(=O)c1cccc(S(=O)(=O)Nc2ccccc2Cl)c1,0.0,0,4,2,8,-1,-3,-4,5
Cc1ccc(-c2ccnc3nc(Sc4ncc(C(F)(F)F)cc4Cl)nn23)cc1,-2.7,-6,-2,-13,10,16,6,-30,-6
COc1ccc2c(c1OC)C(=O)N1c3ccccc3N=C(c3ccc([N+](=O)[O-])cc3)CC21 (stereo not given),-1.3,2,7,2,10,-6,-2,4,2

# Screens from PubChem.
